MCF10A rereplic = inducers of DNA re-replication in MCF 10A breast cells; MCF 10A DNA re-replication, Hoechst nuclear intensity, 48 h; actives 2.9% (n = 350,000); AID 624296; Potency, µM (series often up to 46.1 µM), without a hit: top-dose activity, positive = re-replication, actives largely listed as activators; further: potency means the concentration at half of the fitted maximal effect; % of control where 0% means no effect; nearly all actives have a fitted effect of over 50% in size
Nrf2 inh = inhibitors of Nrf2 signaling. A549 ARE-Fluc reporter, luciferase luminescence, 18-24 h. Potency, µM (series often up to 46 µM), for inactives: at the highest dose activity change, negative = inhibition, actives largely listed as inhibitors. actives 2.1% (n = 360,000); further: potency means the concentration at half of the fitted maximal effect; on the % scale 0 is the no-effect control and ±100 the full control effect; nearly all actives have a fitted effect of over 60% in size
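Quantitative HTS in A549 cells stably bearing an antioxidant response element-firefly luciferase construct. Inhibition of Nrf2-driven transcription was scored by luminescence after 18-24 h of compound exposure at 37 °C.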
HepG2 viability = kills HepG2 cells in TGF-b inhibitor counter-screen; HepG2 CAGA-GFP viability, ATP luminescence, 18 h; Potency, µM (top dose mostly 46.1 µM), for inactives: at the top dose activity change, negative = cytotoxicity, actives largely listed as cytotoxic; actives 0.76% (n = 410,000); AID 588856; further: potency means the concentration at half of the fitted maximal effect; some results filed as inactive show a strong effect at the top dose
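CellTiter-Glo luminescence gave cytotoxicity after 18 hours at 37 degrees C. The cells were HepG2 CAGA-GFP in 1% FBS DMEM, stimulated with 500 pg/mL TGF-beta after compound addition. %Activity was normalised to no-cell wells (complete cell-killing) and DMSO (no toxicity), and curves were fitted and classified.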
S2 tox = cell viability loss in ATXN counter-screen; S2 cells (HEK-293 line with an ATXN2-luciferase reporter) viability, CellTiter-Fluor protease fluorescence, 24 h; Potency, µM (titrated, usually from 56.7 µM), most hits filed as cytotoxic; actives 0.49% (n = 400,000); AID 651635; further: potency means the concentration at half of the fitted maximal effect; nearly all actives have a fitted effect of over 40% in size
A549 tox = A549 cytotoxicity, counter-screen for Nrf2 inhibitors; actives 0.16% (n = 390,000); Potency, µM (titrated, usually from 46 µM), without a hit: at the top dose activity change, negative = cytotoxicity, usual class: inhibitors; A549 ARE-Fluc cells, CellTiter-Fluor viability, 18-24 h; further: potency means the concentration at half of the fitted maximal effect; on the % scale 0 is the no-effect control and ±100 the full control effect
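Cytotoxicity counterscreen: CellTiter-Fluor fluorescence was measured in A549 ARE_Fluc cells after 18-24 h of compound exposure in a concentration series. The subsequent BugLite luminescent read reports ARE-luciferase activity.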
Nrf2 activator = Nrf2 pathway activation; AREc32 ARE-luciferase reporter (MCF7-derived line), luminescence, 24 h; Potency, µM (series often up to 46.1 µM), inactives show at the highest dose activation, hits mostly activators; actives 0.31% (n = 410,000); AID 624171; further: potency means the concentration at half of the fitted maximal effect; % of control where 0% means no effect; nearly all actives have a fitted effect of over 65% in size
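AREc32 cells carrying an ARE-driven firefly luciferase, 1000 cells/well in OPTI-MEM with 5% FBS, dosed after overnight attachment and incubated 24 hr at 37 deg C. Steady-Glo luminescence read after 30 min at RT.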
IL-1B inflam inh = inhibitors of inflammasome signaling (IL-1 beta secretion); THP-1 LPS/ATP IL-1B secretion, AlphaLISA, 16 h; hits give low values; activity change, % at 57.5 µM; actives 4.7% (n = 360,000); AID 743279; in the data active means activity change below about -50%; inconclusive means mostly about -30% to -49%; further: on the % scale 0 is the no-effect control and ±100 the full control effect
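THP-1 cells pretreated 1 hr with compounds (up to 57.5 uM final), then stimulated with LPS (250 ng/mL final) plus ATP (1.25 mM final); secreted IL-1B measured by AlphaLISA after 16 hr, decreased signal indicating inhibition.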
ATXN2 expr inh = inhibitors of ATXN2 expression; actives 0.72% (n = 360,000); HEK-293 ATXN2-luciferase reporter, luminescence, 24 h; Potency, µM (highest dose often 57 µM), without a hit: top-dose activity change, negative = inhibition, hits mostly inhibitors; AID 1745845; further: potency means the concentration at half of the fitted maximal effect; on the % scale 0 is the no-effect control and ±100 the full control effect; nearly all actives have a fitted effect of over 55% in size
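ATXN2-luciferase reporter cells (luciferase flanked by upstream and downstream ATXN2 gene portions) were treated 24 h at 37 °C with compounds at up to 57 uM. SteadyGlo luminescence gave expression; GF-AFC fluorescence gave viability.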
TGFb SMAD3 inh = blocks TGF-b signaling | actives 1.2% (n = 410,000) | HepG2 CAGA-GFP TGF-b/SMAD3 reporter, GFP fluorescence, 18 h; TGF-beta stimulated, 500 pg/mL final | Potency, µM (titrated, usually from 46.1 µM), for inactives: at the top dose activity, negative = inhibition, usual class: inhibitors; further: potency means the concentration at half of the fitted maximal effect; on the % scale 0 is the no-effect control and ±100 the full control effect; nearly all actives have a fitted effect of over 65% in size
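Cell-based qHTS in HEPG2 carrying a CAGA-GFP Smad reporter; compounds added before 500 pg/mL final TGF-beta, 18 h incubation at 37 degrees C, GFP fluorescence quantified per cell by imaging cytometry.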
Starred values were filed as active, the others as inactive; i = inactive; ? = inconclusive; / = no result given; & = joins results of further samples; [ ] = another dose, or the depositor's remark. Unless noted, the call rests on the fitted dose curve; in most records, active means well fitted curve in the direction sought with a large enough effect; inconclusive means small, poorly fitted or top-dose-only effect, or another doubt; inactive means no such curve, though single readings can be large; an effect the other way counts as inactive or inconclusive.

Short forms: A = MCF10A rereplic; B = Nrf2 inh; C = HepG2 viability; D = S2 tox; E = A549 tox; F = Nrf2 activator; G = IL-1B inflam inh; H = ATXN2 expr inh; I = TGFb SMAD3 inh
CC1(C(=O)NS(=O)(=O)c2ccc(F)cc2F)CCN1C(=O)c1ccccc1CCc1ccccc1 (stereo unspecified)
  A: /	B: /	C: -19%	D: i	E: /	F: -1.0%	G: 23	H: 12%	I: -3%
COc1ccc([N+](=O)[O-])c(OC)c1C(=O)Nc1ccc(F)cc1F
  A: 1%	B: -13%	C: 1%	D: i	E: 3%	F: -0.9%	G: ?	H: -4%	I: -2%
Clc1nc(Cl)nc(-c2cn(-c3ccccc3)c3ccccc23)n1
  A: 8%	B: -6%	C: -16%	D: i	E: -4%	F: 4.1%	G: 39	H: /	I: 0%
CCOC(=O)c1sc2nc(CC(=O)OC)nc(NCCN3CCOCC3)c2c1C
  A: 3%	B: 2%	C: 3%	D: i	E: -5%	F: 0.0%	G: 6	H: 3%	I: -4%
CCOc1ccccc1NC(=O)C(=O)NCC1CCCN1CC (stereo unspecified)
  A: -1%	B: 9%	C: -10%	D: i	E: 4%	F: -0.4%	G: -1	H: -4%	I: -2%
COc1cc(OC)cc(-c2nc3nc(C)c(CCC(=O)NCCC(C)C)c(C)n3n2)c1
  A: /	B: 0%	C: 4%	D: i	E: 2%	F: 0.5%	G: /	H: 4%	I: -1%
COc1ccc(NC(=O)CNC(=O)c2sc3ccccc3c2Cl)c(OC)c1
  A: ?	B: -22%	C: -21%	D: ?	E: -6%	F: 15%	G: 34	H: -3%	I: ?
O=C(OCC(=O)N1CCc2ccccc21)C1=COCCO1
  A: 0%	B: 17%	C: -10%	D: i	E: 6%	F: 3.6%	G: -23	H: 35%[activator]	I: 8%
CCn1c(SCC(=O)NCCc2ccc(Cl)cc2)nnc1-c1cccs1
  A: 5%	B: -20%	C: -18%	D: i	E: -3%	F: 0.7%	G: -9	H: -8%	I: -8%
O=C(CCCCCn1c(=O)[nH]c2ccccc2c1=O)NCCc1c[nH]c2ccccc12
  A: 7%	B: -22%	C: -25%	D: /	E: -4%	F: 3.1%	G: 43	H: /	I: 0%
S=C(NCCSCc1ccc(Cl)cc1)Nc1ccccc1
  A: 23%	B: -35%	C: -12%	D: i	E: 3%	F: 0.1%	G: ?	H: -7%	I: ?
CC1(C)O[C@@H]1COc1c2ccoc2cc2oc(=O)ccc12
  A: -22%	B: 2%	C: 10%	D: i	E: 0%	F: 6.1%	G: -2	H: 6%	I: -1%
COc1ccc(-c2oc3c(c2C#CC2(O)CCCCC2)C(OC)CCC3)cc1 (stereo unspecified)
  A: /	B: /	C: /	D: i	E: /	F: 15%	G: ?	H: -2%	I: /
Cc1nc(N2CCN(Cc3ccc4c(c3)OCO4)CC2)[nH]c(=O)c1C
  A: 6%	B: ?	C: -3%	D: i	E: 0%	F: 0.1%	G: 14	H: -3%	I: 4%
COc1ccc(NC(=O)CCSc2nc(-c3ccco3)cc(C(F)(F)F)n2)cc1OC
  A: /	B: -8%	C: -11%	D: i	E: -10%	F: 1.1%	G: /	H: 9%	I: -4%
O=C(COC(=O)c1ccc([N+](=O)[O-])o1)Nc1cccc(S(=O)(=O)N2CCOCC2)c1
  A: -2%	B: -8%	C: -12%	D: i	E: -14%	F: 13%	G: -1	H: -12%	I: -4%
Cn1c(CN2CCN(C(=O)c3ccc(F)cc3)CC2)nc2cc([N+](=O)[O-])ccc21
  A: 0%	B: ?	C: -15%	D: i	E: -2%	F: 16%	G: 6	H: -12%	I: ?
CC1CCN(c2nc(N(C)c3ccccc3)nc(N)c2[N+](=O)[O-])CC1
  A: ?	B: 11%	C: -28%	D: i	E: 3%	F: 5.9%	G: /	H: 53%[activator]	I: -16%
Cc1cc(=O)c2cc(C(=O)Nc3cccc(C)c3C)ccc2[nH]1
  A: /	B: 1%	C: 3%	D: i	E: 7%	F: -1.3%	G: /	H: -4%	I: -5%
Cc1ccc(CCNC(=O)C2=CCN(S(=O)(=O)c3ccccc3)CC2)cc1
  A: 0%	B: 9%	C: -7%	D: i	E: 8%	F: 0.0%	G: 6	H: 2%	I: 3%

(cont.)
Values in the order: MCF10A rereplic | Nrf2 inh | HepG2 viability | S2 tox | A549 tox | Nrf2 activator | IL-1B inflam inh | ATXN2 expr inh | TGFb SMAD3 inh
Fc1ccc(CN2CCCN(Cc3nc(-c4ccc5c(c4)OCO5)no3)CC2)cc1
    28% | -7% | -24% | ? | 15% | 6.4% | -11 | / | -15%
O=C(CSc1nc2ccc([N+](=O)[O-])cc2[nH]1)NCCc1ccccc1
    -7% | / | -15% | i | -2% | 0.3% | 16 | -3% | 0%
COc1ccc(NC(=O)c2ccc(S(=O)(=O)N3CCCCC3)cc2)cc1OC
    11% | -14% | -7% | i | -4% | 3.1% | -8 | -7% | -2%
N#Cc1ccccc1N=C1CCCN1Cc1ccccc1
    ? | -9% | -19% | i | -3% | -0.5% | 1 | -3% | -7%
CCc1nc2ccc(C(=O)NCCCn3ccnc3)cn2c1N(CC)CCOC
    / | / | 3% | i | / | -1.7% | 22 | 14% | 5%
C=CC[C@H](CC(=O)OC(C)(C)C)C(=O)OC[C@@H]1CCCN1C(=O)[C@@H](CC=C)CC(=O)NCCO
    -1% | 9% | 2% | ? | -5% | -0.6% | -5 | 1% | -4%
O=C(CN1CCOCC1)Nc1nc(-c2ccccc2)cs1
    2% | 16% | 1% | i | 1% | 3.5% | -6 | 11% | 0%
CN(CCOCCOc1ccc(F)cc1)Cc1ccccc1
    -1% | -7% | -19% | i | -8% | 1.1% | -6 | -35% | -5%
COc1ccc(-c2nc3ccc(Br)cn3c2Cc2ccsc2)cc1OC
    / | / | -42% | ? | / | 6.0% | 1 | -36% | ?
COc1cccc(CN2CCN(CC#Cc3ccccc3)CC2CCO)c1 (stereo unspecified)
    5% | 8% | -15% | i | 3% | 6.9% | 5 | -4% | -12%
CCN(Cc1nc2cc(Cl)ccc2c(=O)[nH]1)C(=O)c1cc(C2CC2)nn1-c1ccccc1
    16µM* | 0% | -6% | ? | -9% | 7.4% | 18 | -1% | ?
CCN1C(=O)[C@H]2[C@@H](c3ccc(C)cc3)N3C(=O)N(c4ccc(OC)cc4)C(=O)[C@@]3(Cc3ccc(Cl)cc3)[C@H]2C1=O
    -31%[inhibitor] | 1% | -7% | i | 2% | 0.7% | 6 | 1% | 2%
CCOC(=O)CC(N)c1ccc2c(c1)OCO2 (stereo unspecified)
    ? | 5% | 9% | i | -4% | 3.9% | -23 | 3% | 8%
O=C1CC(NS(=O)(=O)c2ccccc2)CN1c1ccc2c(c1)OCCO2 (stereo unspecified)
    1% | 13% | 8% | i | 2% | 0.1% | 12 | 8% | 4%
COc1ccc(Nc2nc(NCCN3CCOCC3)nc(Nc3ccc(OC)cc3)n2)cc1
    9% | -13% | -20%&-30% | i | 1% | 3.0% | -91* | 23% | -2%&-3%
CCCn1c(SC/C(O)=C(\C#N)c2nc3ccccc3[nH]2)n[nH]c1=O
    -2% | 0% | -49% | i | 3% | 0.2% | 21 | -17%[11.3 µM] | 10%
O=C(NCc1ccccc1F)C1CCCN1C(=O)Nc1ccccc1 (stereo unspecified)
    -4% | 0% | 8% | i | 2% | 0.2% | 0 | / | 25%
C=CCn1c(-c2cccnc2Cl)nc2cc(Cl)c(Cl)cc21
    2% | / | -15% | i | 0% | 0.4% | -2 | 9% | -3%
Cc1nnc(NC(=O)c2c(F)c(F)c(F)c(F)c2F)s1
    8% | 10% | -24% | i | 1% | ? | -29 | 4% | -9%
Nc1ccc(C(=O)N2CCN(S(=O)(=O)c3ccc4c(c3)OCCCO4)CC2)cc1[N+](=O)[O-]
    -8% | 26µM* | -21% | i | ? | 0.7% | 0 | -32% | ?
NC(N)=N/N=C/c1cccc([N+](=O)[O-])c1O
    0% | 3% | -1% | i | -12% | 0.3% | 0 | -30% | -1%
O=C(CN1CCN(c2ccccn2)CC1)N1CC(O)CO1 (stereo unspecified)
    -12% | 8% | 6% | i | 1% | 0.0% | 25 | 1% | -1%
COc1ccc([N+](=O)[O-])cc1NC(=O)Nc1ccccc1
    9% | ? | -18% | ? | -12% | 10% | -24 | -20% | 0%
NC(=O)c1ccccc1N=Cc1ccccn1
    2% | -14% | -12% | / | -3% | 0.0% | 4 | / | 0%
Cc1ccccc1NC(=O)c1cccc(N2C(=O)C3CCC(C)CC3C2=O)c1 (stereo unspecified)
    2% | ? | 18% | i | 3% | -0.8% | -1 | 19% | -4%
Cc1ccc(S(=O)(=O)NC(C)(C)C)cc1C(=O)OCC(=O)N1CCCC1=O
    6% | 10% | 5% | i | 0% | 0.0% | 2 | 1% | -15%

Sorted by number of heavy atoms (rising): part of the list above.
Values in the order: MCF10A rereplic | Nrf2 inh | HepG2 viability | S2 tox | A549 tox | Nrf2 activator | IL-1B inflam inh | ATXN2 expr inh | TGFb SMAD3 inh
NC(N)=N/N=C/c1cccc([N+](=O)[O-])c1O
    0% | 3% | -1% | i | -12% | 0.3% | 0 | -30% | -1%
NC(=O)c1ccccc1N=Cc1ccccn1
    2% | -14% | -12% | / | -3% | 0.0% | 4 | / | 0%
C=CCn1c(-c2cccnc2Cl)nc2cc(Cl)c(Cl)cc21
    2% | / | -15% | i | 0% | 0.4% | -2 | 9% | -3%
Cc1ccc(S(=O)(=O)NC(C)(C)C)cc1C(=O)OCC(=O)N1CCCC1=O
    6% | 10% | 5% | i | 0% | 0.0% | 2 | 1% | -15%
Cc1ccccc1NC(=O)c1cccc(N2C(=O)C3CCC(C)CC3C2=O)c1 (stereo unspecified)
    2% | ? | 18% | i | 3% | -0.8% | -1 | 19% | -4%
Nc1ccc(C(=O)N2CCN(S(=O)(=O)c3ccc4c(c3)OCCCO4)CC2)cc1[N+](=O)[O-]
    -8% | 26µM* | -21% | i | ? | 0.7% | 0 | -32% | ?

Screening results (PubChem)
